Source: PubChem
MPTP inh: mitochondrial permeability transition pore inhibitors, primary screen, biochemical, isolated mouse mitochondria, absorbance; Ca2+ swelling absorbance, 30 min; inhibition, % at 10 µM; actives 1.4% (n = 360,000); AID 602449, 2012;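 active = inhibition of 50% or more, scaled per plate between neutral and stimulator controls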;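 note: 0% = DMSO wells given calcium and 100% = 1 mM EGTA wells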
* hit, by the source's call.

SMILES	MPTP inh
COCOCCn1cc(CN2CCS(=O)(=O)N(Cc3ccc(-c4ccc(Cl)c(Cl)c4)cc3)C(C(C)C)C2=O)nn1 (configuration not stated)	-2.3
CC(OC(=O)[C@H](C)N=C1NS(=O)(=O)c2ccccc21)C(=O)Nc1ccc(F)c(F)c1F (some centres not stated)	-0.4
CN(CC(=O)NC(=O)NC1CCCCC1)CC(=O)Nc1ccccc1C(F)(F)F	-1.0
COc1ccc(CCC(=O)N2c3ccccc3N=C(c3ccc(C(F)(F)F)cc3)C2C(=O)NC(C)C)cc1 (configuration not stated)	1.5
O=C1NC[C@@H](CCCCN2CCN(CCC3CCCCC3)C(=O)C2=O)N(CC2CCCCC2)C1=O	-0.8
Cc1c(C(=O)NCc2ccc(Cl)c(Cl)c2)sc(=O)n1Cc1cccc(F)c1	-0.6
COc1ccc(C(C)(O)c2nc(-c3ccc(OC)c(OC)c3)cs2)cc1 (configuration not stated)	0.4
CCN(Cc1ccccc1)N=Nc1ccccc1	0.7
CCc1nc2c(OCc3ccc(F)c(F)c3)cccn2c1N(C)C(=O)C1CC1	-0.3
Cc1ccc(S(=O)(=O)NN=C2CCCc3ccccc32)cc1	3.3
Cc1cccc(CN2CCN(C3CN(C4CCCC4)S(=O)(=O)C3)CC2)c1 (configuration not stated)	-0.1
COc1cccc(CN(C)C(=O)CC[C@H]2O[C@@H](n3cnc4c(NC(=O)c5ccccc5)ncnc43)[C@H](O)[C@@H]2O)c1	-0.1
COc1cccc(-c2nc3nc(C)cc(C)n3c2Nc2ccc3c(c2)OCCO3)c1	0.8
COc1ccccc1CN1CCNC(=O)C1CC(=O)NCCCN1CCOCC1 (configuration not stated)	-0.9
C[C@@H]1CCCCO[C@@H](CN(C)C(=O)CCC(F)(F)F)[C@@H](C)CN([C@H](C)CO)C(=O)c2cc(N(C)C)ccc2O1	1.7
Cc1ccc(OC(C)C(=O)Nc2cccc(S(=O)(=O)N3CCCCCC3)c2)cc1 (configuration not stated)	1.0
Cc1noc(C)c1C(=O)N1CCC1(C)C(=O)NS(=O)(=O)c1cccc(OC(F)F)c1 (configuration not stated)	0.4
CCCCNC(=O)C1(C)CCN1C(=O)Cc1ccc(OC)cc1 (configuration not stated)	0.0
CCOC(=O)[C@]12CCCC=C1N(Cc1ccc(Cl)cc1Cl)C(=O)[C@H](CC(=O)NCc1ccccc1)C2	0.9
Cc1cc2nc(-c3ccc(Cl)cc3)c(Cc3cccc(F)c3)n2c(C)c1Br	1.5
Clc1ccc(CSc2nnc(-c3ccccn3)n2Cc2ccco2)cc1Cl	-2.0
Cc1ccc(-c2cnc3c(c2)C(=O)N([C@H](C)CO)C[C@H](C)[C@@H](CN(C)Cc2ccccc2F)O3)cc1	-1.0
CC(=O)NC(c1ccccc1)c1nc(-c2ccc(F)c(Cl)c2)cs1 (configuration not stated)	2.6
COc1ccc(NC(=O)c2cc(-c3ccc(F)cc3OC)n[nH]2)cc1OC	-1.0
Oc1c(N=Nc2nn[nH]n2)ccc2ccccc12	4.8
Nc1sc(-c2ccccc2)cc1C(=O)NCCc1c[nH]c2ccccc12	1.5
CC1=C(C(=O)N(C(C)C)C(C)C)CC(CC(=O)NC2CCCCC2)C(=O)N1CCCN1CCCC1=O (configuration not stated)	0.2
COc1ccc(CN2C(=O)C(CC(=O)NC(c3ccccc3)c3ccccc3)CC(C(=O)N(C)C)=C2C)cc1 (configuration not stated)	-0.8
CN(C)c1ccc(-c2ccnc3c2CC(C)(C(=O)NCCC(F)(F)F)O3)cc1 (configuration not stated)	0.7
COCCCn1c(SCC(=O)N2CCCC2=O)nc2ccccc2c1=O	-0.1
O=C(Nc1cc(S(=O)(=O)N2CCOCC2)ccc1OCC(F)(F)F)C1CCCC1	0.2
COc1ccc(-c2cc(C(=O)NCC3CCCCC3)[nH]n2)c(C)c1	-0.1
CSc1ccc(Cn2c(C)c(C(=O)NCc3ccc4c(c3)OCO4)sc2=O)cc1	0.5
CCOC(=O)N(C)[C@H]1C[C@H]2c3[nH]c4ccccc4c3CCN2C[C@H]1[C@H](C)O	0.6
CCNC(=O)C1(C)CCCN(C(=O)/C=C/c2ccccc2)C1 (configuration not stated)	-2.4
CCOC(=O)[C@]12CCC=C1N(Cc1ccco1)C(=O)[C@H](CC(=O)NCCCCc1ccccc1)C2	0.1

Five records drawn at random from those above, as already listed:
SMILES	MPTP inh
Nc1sc(-c2ccccc2)cc1C(=O)NCCc1c[nH]c2ccccc12	1.5
CC1=C(C(=O)N(C(C)C)C(C)C)CC(CC(=O)NC2CCCCC2)C(=O)N1CCCN1CCCC1=O (configuration not stated)	0.2
COc1ccc(-c2cc(C(=O)NCC3CCCCC3)[nH]n2)c(C)c1	-0.1
COc1ccc(CN2C(=O)C(CC(=O)NC(c3ccccc3)c3ccccc3)CC(C(=O)N(C)C)=C2C)cc1 (configuration not stated)	-0.8
CCNC(=O)C1(C)CCCN(C(=O)/C=C/c2ccccc2)C1 (configuration not stated)	-2.4

The listing continues.
SMILES	MPTP inh
O=S1(=O)CCN(C2CCCC2)CC1	-0.2
CC(C)(C)N1C(=O)c2ccccc2NC(=O)C1C(=O)Nc1ccc(N2CCOCC2)cc1 (configuration not stated)	-0.8
Cc1ccc(NC(=O)C2(C)CCN2C(=O)Cc2ccc(C(C)(C)C)cc2)cc1C (configuration not stated)	2.4
Cc1cn([C@H]2C[C@H](O)[C@@H](/C=C/C(=O)NCCc3cccs3)O2)c(=O)[nH]c1=O	0.6
CC1(C(=O)Nc2ccc3c(c2)OCCO3)CCN1C(=O)CC1CCCC1 (configuration not stated)	1.4
C[C@@H]1CN([C@H](C)CO)S(=O)(=O)c2ccc(Br)cc2O[C@H]1CN(C)S(C)(=O)=O	0.0
CN(Cc1ccc(Cl)cc1)C(C(=O)NC1CCCCC1)c1ccnc2ccccc12 (configuration not stated)	-0.3
CCOC(=O)[C@]12CCCC=C1N(Cc1ccc3c(c1)OCO3)C(=O)[C@H](CC(=O)NCCc1ccccc1OC)C2	-0.2
O=C1Nc2ccccc2N=C(c2ccccc2)C1N(C(=O)c1ccnc2ccccc12)c1ccccc1 (configuration not stated)	-0.8
Cc1ccc2nc(COC(=O)c3cccnc3Cl)cc(=O)n2c1	-0.5
CN(C)C(=O)CNc1ccn2nc(-c3cccc(Cl)c3)cc2n1	0.1
CN(C)CCCNc1nc2cc(-c3ccccc3CO)sc2c(=O)n1C	0.1
CCOC(=O)Cc1c(-c2cccc(Br)c2)nc2c3ccccc3ccn12	0.1
CCCNC(=O)C1(C)CCN(C(=O)c2ccc(C)c(F)c2)C1 (configuration not stated)	-1.1
COc1ccc(C2=Nc3ccccc3N(C(=O)c3ccc(C(F)(F)F)cc3)C2C(=O)Nc2ccc3c(c2)OCCO3)cc1 (configuration not stated)	0.3
Cc1ccc(-c2csc(C(O)c3ccc(F)cc3)n2)cc1C (configuration not stated)	2.6
COc1ccc(CC(N)c2csc(Nc3cc(Oc4ccccc4)ncn3)n2)cc1 (configuration not stated)	3.8
Cc1ccc(Cc2c(C3CCCCC3)nc3c(C)cc(Br)cn23)cc1	2.1
CN(Cc1ccccc1)C(=O)[C@@H]1CCCN1C(=O)[C@@H]1CCCN1C(=O)c1cccc2ccccc12	-0.5
CC(C)CN(C(=O)C1=COCCO1)c1c(N)n(Cc2ccccc2)c(=O)[nH]c1=O	-1.6
COc1cc(CNC(=O)c2cc(-c3cc(Cl)ccc3C)n[nH]2)cc(OC)c1	2.1
COc1cccc(C(NC(C)=O)c2nc(-c3ccc(N(C)C)cc3)cs2)c1 (configuration not stated)	1.6
CC1(C(=O)NS(=O)(=O)c2ccccc2Cl)CCN1C(=O)Cc1cccs1 (configuration not stated)	0.7
COc1ccc(CN2CC[C@@H]3CN(C(C)=O)[C@H](c4ccccc4Br)C[C@@H]32)cc1	0.3

Continued, starting with the last 7 of the part before.
SMILES	MPTP inh
Cc1ccc(Cc2c(C3CCCCC3)nc3c(C)cc(Br)cn23)cc1	2.1
CN(Cc1ccccc1)C(=O)[C@@H]1CCCN1C(=O)[C@@H]1CCCN1C(=O)c1cccc2ccccc12	-0.5
CC(C)CN(C(=O)C1=COCCO1)c1c(N)n(Cc2ccccc2)c(=O)[nH]c1=O	-1.6
COc1cc(CNC(=O)c2cc(-c3cc(Cl)ccc3C)n[nH]2)cc(OC)c1	2.1
COc1cccc(C(NC(C)=O)c2nc(-c3ccc(N(C)C)cc3)cs2)c1 (configuration not stated)	1.6
CC1(C(=O)NS(=O)(=O)c2ccccc2Cl)CCN1C(=O)Cc1cccs1 (configuration not stated)	0.7
COc1ccc(CN2CC[C@@H]3CN(C(C)=O)[C@H](c4ccccc4Br)C[C@@H]32)cc1	0.3
Cc1ccc(S(=O)(=O)N2CCCCC2)cc1NC(=O)COC(=O)C1CC1	-1.7
COC(=O)[C@@]12C[C@@H](CC(=O)NCc3cccc(C(F)(F)F)c3)C(=O)N(CCc3ccc(OC)c(OC)c3)C1=CCC(C)(C)C2	-2.5
C/C(CC(=O)Nc1ccc(N(C)C)cc1)=N\NC(=O)c1ccccc1Cl	-1.8
CCCCN1C(=O)C(CC(=O)NC2CC2)CC(C(=O)N(C(C)C)C(C)C)=C1C (configuration not stated)	-2.4
O=C1C(=Cc2cn(-c3ccccc3)nc2-c2ccc(OCc3ccccc3F)cc2)SC(=S)N1CCS(=O)(=O)O	-0.1
C(=C\c1ccccc1)/CN1CCN(C(c2nnnn2C2CCCC2)C2CC2)CC1 (configuration not stated)	0.0
OC[C@@H]1CN(CCN2CCOCC2)C[C@H](n2cnc3c(NC4CCC4)ncnc32)O1	-1.1
CCCCOCCCNC(=O)C[C@@H]1C[C@@]2(C(=O)OC)CCCCC=C2N(CCc2ccc(OC)c(OC)c2)C1=O	1.3
O=C(NCc1ccccc1)C(C1CC1)n1c(=O)c(-c2cc3ccccc3[nH]2)nc2ccccc21 (configuration not stated)	9.7
COCCN1C[C@@H](CO)O[C@@H](n2cnc3c(NCCO)ncnc32)C1	0.9
O=C(Nc1ccc2c(c1)OCO2)c1ccc2sc([C@@H]3O[C@H](CO)[C@H](O)[C@H](O)[C@H]3O)nc2c1	-1.3
CC(=O)Nc1cc(-c2cccc(CO)c2)cn2c(-c3ccc(F)cc3)cnc12	0.3
COCCc1ccc(OC2(C)CCN(Cc3ccc(OC)c4ccccc34)C2)cc1 (configuration not stated)	4.1
CC1(c2nnnn2Cc2ccccc2)CCC(=O)N1CC1CCCCC1 (configuration not stated)	-1.3
NC(c1csc(NC(=O)Nc2ccccc2)n1)C1CCCCC1 (configuration not stated)	5.8
COCCNC(=O)C1(C)CCN(C(=O)c2cccnc2Oc2ccccc2)C1 (configuration not stated)	-1.0
Cc1ccc(-c2nc3ccc(C)cn3c2Cc2ccccc2C(F)(F)F)cc1	0.5
CS(=O)(=O)c1ccc(-c2csc(C(O)c3cccc(Cl)c3)n2)cc1 (configuration not stated)	0.9
C[C@@H]1CN([C@H](C)CO)S(=O)(=O)c2ccc(-c3ccc(C#N)cc3)cc2O[C@H]1CN(C)C(=O)Nc1cc(F)ccc1F	-0.3
COc1ccc(S(=O)(=O)NC(=O)C2(C)CCN2C(=O)c2c(C)noc2C)cc1 (configuration not stated)	-0.3
CC(C)Oc1ccc(F)cc1-c1cc(C(=O)NC2CCCCC2)[nH]n1	1.4
Cc1ccc(S(=O)(=O)Nc2ccc(Cl)cc2O)cc1	16
CCCCCCCCN1C(=O)[C@H](CC(=O)NCc2ccc(OC)c(OC)c2)C[C@@]2(C(=O)OC)CCCCC=C12	0.3
O=C(Cc1cccc2ccccc12)NCC(=O)N1CCN(CC(=O)Nc2ccc(F)cc2)CC1	0.4
Cc1ccc2ccc(C(Nc3ccccc3)c3ccc(C(C)C)cc3)c(O)c2n1 (configuration not stated)	5.0
CC(C)(C)c1ccc(CC(=O)N2CCC2(C)C(=O)NCCC#N)cc1 (configuration not stated)	-0.6
c1ccc(COc2ncnc3c2ncn3CCCN2CCN(c3ncccn3)CC2)cc1	0.5
CC1(C(=O)NCC2CCOCC2)Cc2c(-c3cccc(C(F)(F)F)c3)ccnc2O1 (configuration not stated)	-0.3
COc1ccc(NC(=O)CCn2c(=S)[nH]c3ccccc3c2=O)cc1Cl	-0.6
Cc1ccc(Cl)cc1N1C(=O)CC(Sc2ccccc2N)C1=O (configuration not stated)	-0.4
COc1ccc(C=C2NC(=O)NC2=O)cc1O	0.0
COc1ccc(-c2c(C#N)cnc(C)c2C)c(O)c1OC	-0.1
CCCCNC(=O)C1(C)CCCCN1C(=O)c1ccc2ccccc2n1 (configuration not stated)	-0.8
COCCNC(=O)C1Cc2c(-c3ccc(NC(C)=O)cc3)ccnc2O1 (configuration not stated)	-0.8
COCCNc1ncnc2c1ncn2[C@H]1CN(Cc2ccc(F)cc2)C[C@@H](CO)O1	0.0
COc1cc(Cl)ccc1OC1(C)CCN(Cc2ccc(SC)cc2)C1 (configuration not stated)	1.6
COc1ccc(CN2C(=O)CCC2(C)c2nnnn2C2CCCCC2)cc1 (configuration not stated)	0.3
Cc1cccnc1C(NC(=O)C1CCN(Cc2cn(C)c3ccccc23)CC1)c1ccc(Cl)cc1 (configuration not stated)	2.8
COC(=O)[C@]12CCCCC=C1N(CCC1=CCCCC1)C(=O)[C@H](CC(=O)NCCCN1CCCC1=O)C2	-2.0
CC1OC(=O)c2cc3ccccc3nc21 (configuration not stated)	-0.3
COC(=O)c1ccc2c(=O)n(CCN3CCOCC3)c(SCC(=O)Nc3ccccc3OC)nc2c1	9.6
CCCCNC(=O)C1(C)CCCCN1C(=O)c1c(C)noc1C (configuration not stated)	-2.4
C[C@@H]1CN([C@@H](C)CO)C(=O)CCCn2nncc2CO[C@H]1CN(C)C(=O)c1ccncc1	0.1
O=C(NC1CCCC1)C1c2ccccc2OCC(=O)N1Cc1ccco1 (configuration not stated)	0.0
CCc1nc2c(OCc3cccc(OC)c3)cccn2c1N(C)C(=O)c1ccccc1F	1.3
C[C@H]1CN([C@@H](C)CO)S(=O)(=O)c2ccc(Br)cc2O[C@@H]1CN(C)C(=O)Cc1cccnc1	-1.4
CCOC(=O)[C@]12CCC=C1N(CCC1=CCCCC1)C(=O)[C@H](CC(=O)NCc1cccc(C(F)(F)F)c1)C2	-0.7

A portion of the library, so the mix of outcomes need not match the whole.
